# STEP inh = STEP phosphatase inhibitors, primary screen, biochemical, fluorescence intensity, uHTS; recombinant STEP, OMFP fluorogenic substrate; actives 0.25% (n = 360,000); Tyrosine-protein phosphatase non-receptor type 5 (Homo sapiens), P54829; inhibition, % at 20 µM;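 active means inhibition at 20 µM, scaled per plate between control wells, above about 37%, limit read from the data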;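 further: 0% = DMSO with enzyme and substrate and 100% = substrate only without enzyme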
#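 Also added – OMFP at 25 µM · Test system – STEP tyrosine phosphatase · Technique – FITC-channel fluorescence of OMFP product · Schedule – 20 min at room temperature, dark · Evaluation – control-normalized % inhibition with plate pattern correction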
# eLon inh = inhibitors of E. coli Lon protease, primary screen, biochemical, fluorescence polarization | P0A9M0 | purified E. coli Lon protease | inhibition, % at 7.94 µM | actives 0.42% (n = 360,000); in the data active means inhibition above about 13%, passing the limit was not always enough;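 further: 0% = enzyme with probe and DMSO and 100% = no enzyme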
# DNMT1 inh = human DNMT1 methyltransferase inhibitors, primary screen, biochemical, molecular beacon, fluorescence, HinP1I cleavage, uHTS | DNA (cytosine-5)-methyltransferase 1 (Homo sapiens), P26358 | inhibition (reported as % activation of signal), % at 10 µM | actives 0.83% (n = 360,000) | AID 588458, 2011; in the data active means inhibition above about 50%
# SUMO1-SIM PPI = modulators of SUMO1 protein-protein interactions, primary screen, biochemical, uHTS | Small ubiquitin-related modifier 1 (Homo sapiens), P63165 | SUMO1 binding to a labelled peptide, TR-FRET, 1 h | inhibition, % at 20 µM | actives 0.33% (n = 360,000); in the data active means inhibition above about 37%
# CendR NRP1 mod = modulators of CendR peptide binding to NRP-1, primary screen, biochemical, fluorescence polarization, uHTS | Neuropilin-1 (Homo sapiens), O14786 | FAM-RPARPAR peptide binding to NRP-1 | inhibition, % at 25 µM | actives 0.85% (n = 360,000);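 active means inhibition or corrected inhibition above about 18%, plus a signal ratio from 0.5 to 1.5, limit read from the data, passing the limit was not always enough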; further: strong numbers were not always called active
# Target sequence (O14786 whole entry, looked up): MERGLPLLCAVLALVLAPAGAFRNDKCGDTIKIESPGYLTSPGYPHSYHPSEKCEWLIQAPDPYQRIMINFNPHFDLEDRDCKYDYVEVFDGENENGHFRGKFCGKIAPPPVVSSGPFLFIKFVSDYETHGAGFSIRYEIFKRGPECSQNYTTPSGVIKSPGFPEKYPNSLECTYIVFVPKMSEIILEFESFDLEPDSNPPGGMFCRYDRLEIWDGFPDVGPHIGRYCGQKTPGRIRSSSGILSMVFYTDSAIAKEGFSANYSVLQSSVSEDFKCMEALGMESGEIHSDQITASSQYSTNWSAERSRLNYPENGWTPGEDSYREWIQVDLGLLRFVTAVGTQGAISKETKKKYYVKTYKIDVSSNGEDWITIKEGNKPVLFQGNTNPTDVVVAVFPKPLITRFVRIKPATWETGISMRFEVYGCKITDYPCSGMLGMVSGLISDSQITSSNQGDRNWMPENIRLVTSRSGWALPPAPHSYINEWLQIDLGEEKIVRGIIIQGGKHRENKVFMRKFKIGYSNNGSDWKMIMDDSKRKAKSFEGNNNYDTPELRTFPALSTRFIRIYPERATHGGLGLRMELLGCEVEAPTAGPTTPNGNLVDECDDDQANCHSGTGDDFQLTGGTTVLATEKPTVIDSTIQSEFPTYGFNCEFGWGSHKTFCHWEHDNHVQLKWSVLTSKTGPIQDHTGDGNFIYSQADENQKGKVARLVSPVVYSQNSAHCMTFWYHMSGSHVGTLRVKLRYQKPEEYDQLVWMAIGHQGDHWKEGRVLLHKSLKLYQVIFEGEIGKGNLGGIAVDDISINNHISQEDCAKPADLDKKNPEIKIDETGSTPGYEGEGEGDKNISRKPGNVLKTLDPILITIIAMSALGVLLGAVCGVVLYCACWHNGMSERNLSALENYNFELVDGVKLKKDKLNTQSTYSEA
# Scp-1 inhibitor = Scp-1 phosphatase inhibitors, primary screen, biochemical, colorimetric, uHTS; inhibition, % at 20 µM; Recombinant Scp1, phosphopeptide, malachite green phosphate absorbance; actives 0.88% (n = 340,000); Carboxy-terminal domain RNA polymerase II polypeptide A small phosphatase 1 (Homo …; AID 493091, 2011;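 active means inhibition above about 50% at 20 µM, limit read from the data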;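 further: plate controls were DMSO wells with enzyme for no effect and wells lacking enzyme for full effect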
#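 Material – SCP-1 phosphatase catalytic domain, residues 76-261 · Buffer or medium – Acidic Tris acetate buffer with magnesium and detergent · Also added – Phospho 17-mer peptide substrate · Compound – single 20 µM dose, 1% DMSO · Times – 45 min room-temperature reaction, 5 min colour, 30 min stabiliser · Technique – Phosphate-binding colour reagent, absorbance read at 630 nm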
# MsrA inhibitor = bovine MsrA enzyme inhibitors, primary screen, biochemical, absorbance, HTS | purified bovine MsrA, absorbance read-out | inhibition, % at 15.5 µM | actives 0.75% (n = 360,000) | Methionine sulfoxide reductase A (Bos taurus); in the data active means inhibition above about 4.5%;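 further: 0% = vehicle wells with enzyme and 100% = reference inhibitor wells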
# bovine MsrA act = bovine MsrA enzyme activators, primary screen, biochemical, absorbance, HTS. Methionine sulfoxide reductase A (Bos taurus). purified bovine MsrA, absorbance read-out. activation, % at 10.6 µM. actives 0.3% (n = 360,000); in the data active means activation above about 7.5%;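 further: 0% = vehicle and 100% = reference activator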
# Tb MetRS inh = T. brucei MetRS inhibitors, primary screen, biochemical, luminescence; purified T. brucei MetRS, ATP depletion, Kinase-Glo luminescence; inhibition, % at 11.9 µM; actives 0.4% (n = 360,000); AID 624268, 2012;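 active means inhibition above a per-plate cutoff of the control wells' mean inhibition plus 3 SD, cut at about 5.5% in these data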;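 further: 0% = DMSO wells median and 100% = median of wells with control inhibitor compound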
#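 assay system = parasite MetRS enzyme | timing = 15 min preincubation, 2 h reaction, all 25 °C | evaluation = percent inhibition relative to median high and low control wells | medium = HEPES buffer containing pyrophosphatase, BSA, spermine, DTT | compound = single dose, 11.9 µM final nominal, 0.9% final DMSO | detection = Kinase-Glo luminescence, ATP depletion format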
# LMPTP block = LMPTP phosphatase inhibitors, primary screen, biochemical, fluorescence intensity, uHTS; actives 0.22% (n = 360,000); Low molecular weight phosphotyrosine protein phosphatase (Homo sapiens), P24666; inhibition, % at 20 µM; recombinant LMPTP-A, OMFP fluorogenic substrate;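 active means compounds that cut the enzyme signal by at least half of the control window in the single-dose screen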;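 further: plate controls were DMSO wells with enzyme plus substrate for no effect and substrate without enzyme for full effect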
# Target sequence (P24666 whole entry, looked up): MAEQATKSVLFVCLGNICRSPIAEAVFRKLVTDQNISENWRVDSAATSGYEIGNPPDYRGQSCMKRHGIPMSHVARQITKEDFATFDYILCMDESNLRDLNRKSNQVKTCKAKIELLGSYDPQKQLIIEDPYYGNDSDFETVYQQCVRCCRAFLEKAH
#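 test system = LMPTP-A | amount = 0.625 nM LMPTP-A final | reagent = fluorogenic phosphatase substrate OMFP at 400 µM final | incubation = 50 min at room temperature | benchmarks = no-enzyme low control, uninhibited high control | medium = Bis-Tris pH 6.0, DTT, detergent | signal = fluorescence intensity of OMFP turnover product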
# The depositor's hits bear a star; · = no result given.
SMILES	STEP inh	eLon inh	DNMT1 inh	SUMO1-SIM PPI	CendR NRP1 mod	Scp-1 inhibitor	MsrA inhibitor	bovine MsrA act	Tb MetRS inh	LMPTP block
O=C(O)c1cnn2c1C(=O)N(Cc1cccs1)CC2	35	-2	37	0	4	46	1.9	0	-0.4	7.3
Cc1ccc(NC(=O)C(C)OC(=O)c2nc(Cl)ccc2Cl)cc1S(=O)(=O)N1CCOCC1 (centres undefined)	3	2	-12	5	-13	13	-0.3	-3	-0.3	0.1
CC(C)NC(=O)Cn1c(SCC(=O)c2ccc(F)cc2)nc2ccccc21	2	-5	-2	-2	-3	-6	-0.4	-1	0.8	-1.8
O=S(=O)(c1cccs1)N1CCC(CO)(Cc2ccc(Cl)cc2)CC1	0	1	0	1	0	-5	1.2	0	0.7	1.1
O=C(COc1ccc(S(=O)(=O)N2CCCC2)cc1)N1CCCCC1	2	0	-3	-2	11	-4	-0.8	-2	0.1	-2.3
COc1ccc(NC(=O)CCc2nnc3ccc(N4CCC(C)CC4)nn23)cc1	-1	-10	-5	-1	6	-2	0.9	0	0.2	0.8
c1ccc(-n2cnnc2SCc2cn3cccnc3n2)cc1	-4	-2	1	1	-6	-2	0.8	-2	0.2	-1.2
CCOC(=O)C1CCN(C(=O)CNC(=O)c2nn(-c3ccc(OC)c(OC)c3)c(=O)c3ccccc23)CC1	-4	-5	1	-1	-6	-10	1.3	-3	-1.1	-1.3
CC(=O)Nc1ccccc1/C=C/c1ccc2c(C)ccc(O)c2n1	-4	0	0	-9	0	-5	1.9	-6	-0.4	0.7
O=C(O)c1ccc2cccnc2c1O	-1	-6	-3	-10	6	-4	0.7	-1	0.1	-1.6
COc1cc2c(cc1OC)C(C)N(CC(=O)Nc1ccc(S(=O)(=O)N3CCCC3)cc1)CC2 (centres undefined)	6	-4	-6	-1	-10	-8	-1.3	1	0.5	3.9
O=C(O)c1cc(S(=O)(=O)N2CCCCC2)sc1Cl	-7	-13	2	-1	2	-4	1.3	-3	-1.0	-2.4
O=C1/C(=C/c2ccncc2)SC(=S)N1Nc1ccccc1	8	-8	0	-15	-17	5	-0.7	-1	0.6	0.4
Cc1cc(C)c(N(C(=O)Cn2nnc3ccccc32)C(C(=O)NC(C)(C)C)c2ccsc2)c(C)c1 (centres undefined)	-1	-2	-3	0	-11	-5	1.3	-1	-1.1	0.2
CC(OC(=O)CN1C(=O)c2ccccc2C1=O)C(=O)NC1CCCCC1 (centres undefined)	-1	1	-1	-15	6	12	0.6	-10	0.2	-0.2
C#CCNC(=O)C1=C[C@@H](c2ccccc2)C[C@@H](OCc2ccc(CO)cc2)O1	-1	-4	-3	-4	8	22	-0.3	-5	-0.3	-0.8
CC(C)CC1(C2CCCC2)NC(=O)NC1=O (centres undefined)	1	-5	2	-1	11	-5	-0.9	-4	-0.1	-2.2
CCc1cc(=O)oc2cc(OCC(=O)N(CC)CC)c(Cl)cc12	0	0	-2	2	3	-9	1.6	-1	0.5	-0.5
COc1ccc(OC)c(NC(=O)C(=O)N/N=C(\C)CC(=O)Nc2ccc(Cl)cn2)c1	0	-2	-5	-1	-4	-4	1.2	-1	0.0	-0.1
CC(c1ccccc1)N1C(=O)c2ccc(C(=O)NCc3ccco3)cc2C1=O (centres undefined)	-9	-2	-5	-18	-4	-11	-0.8	-1	-0.4	1.2
Cc1cccc(C)c1-n1nnnc1C(C)(C)N1CCN(N=O)CC1	-3	-2	1	3	-4	-10	-0.8	-5	0.3	-0.2
COc1ccc(-c2csc(NC(=S)NC(=O)c3cc4ccccc4o3)n2)cc1Br	-1	0	3	1	9	-2	-0.8	-5	-0.2	-0.7
Cc1c(C)n2c(SCC(=O)NC3CCCC3)nnc2[nH]c1=O	0	-6	1	0	-3	-7	0.9	-1	-0.4	-2.0
Cc1ccc(S(=O)(=O)NN=Cc2c(O)ccc3ccccc23)cc1	-3	-4	6	-11	8	·	3.6	-3	-0.3	0.6

# Grouped by structure: the entries above with a COOH group.
SMILES	STEP inh	eLon inh	DNMT1 inh	SUMO1-SIM PPI	CendR NRP1 mod	Scp-1 inhibitor	MsrA inhibitor	bovine MsrA act	Tb MetRS inh	LMPTP block
O=C(O)c1cnn2c1C(=O)N(Cc1cccs1)CC2	35	-2	37	0	4	46	1.9	0	-0.4	7.3
O=C(O)c1ccc2cccnc2c1O	-1	-6	-3	-10	6	-4	0.7	-1	0.1	-1.6
O=C(O)c1cc(S(=O)(=O)N2CCCCC2)sc1Cl	-7	-13	2	-1	2	-4	1.3	-3	-1.0	-2.4

# Other entries follow:
SMILES	STEP inh	eLon inh	DNMT1 inh	SUMO1-SIM PPI	CendR NRP1 mod	Scp-1 inhibitor	MsrA inhibitor	bovine MsrA act	Tb MetRS inh	LMPTP block
CCc1c(C(=O)NNC(=S)Nc2ccc(S(=O)(=O)Nc3ncccn3)cc2)csc1C	-1	0	0	11	-10	-5	2.4	-5	-0.3	-1.3
CC(C(=O)NCCCc1ccccc1)n1cccc1C(=O)c1ccccc1 (centres undefined)	-2	4	1	4	2	-8	0.7	-1	-0.2	0.4
CC(=O)Nc1ccccc1NC(=O)C/C(C)=N/NC(=O)c1ccccn1	-3	0	-1	-1	2	-7	0.4	-3	-0.7	-0.8
CCCC(=O)Nc1c(C(=O)OCC)oc2ccccc12	0	2	3	4	8	0	-1.0	-12	-1.1	1.1
CCOC(=O)C1(Cc2cccc(OC)c2)CCN(Cc2cccc(OC)c2OC)CC1	1	-4	1	0	2	-7	-0.2	0	0.1	0.5
Cc1cc2cc(C(c3nnnn3Cc3ccco3)N3CCc4ccccc4C3)c(=O)[nH]c2cc1C (centres undefined)	5	-11	-9	2	-12	-13	2.1	0	0.1	8.4
N/N=C(\c1ccccc1)C12CN3CN(CN(C3)C1)C2	-1	2	2	-2	-3	-4	-1.0	-9	-0.8	-3.7
COc1cc2c(cc1OC)CN(S(=O)(=O)c1cccs1)CC2	-2	-3	-5	5	8	-6	-0.6	2	0.1	-0.5
C=CCC1(CC=C)CCCN1C(=O)c1cc(COc2ccc(F)c(F)c2)on1	3	-4	6	2	14	-11	2.3	-3	-0.9	4.4
O=S(=O)(Nc1ccc(Cc2ccncc2)cc1)c1ccc(Br)cc1	-2	-6	-6	2	-3	-3	0.1	-1	-0.8	0.1
O=c1[nH][nH]c(C(F)(F)F)c1C=Nc1ccccc1Cl	1	-2	3	4	3	-2	0.9	1	0.3	-2.0
Cc1cc(S(=O)(=O)N2CCN(CC(=O)NC(C)(C#N)C3CC3)CC2)ccc1Br (centres undefined)	-2	-5	1	5	-3	-3	0.7	-3	-0.3	0.6
O=C(COc1cc2oc(=O)c3c(c2cc1Cl)CCC3)Nc1cccnc1	3	1	1	0	-2	1	0.9	-3	-0.2	1.5
Cc1cc(=O)n2c3ccccc3n(CC(O)CN3CCOCC3)c2c1C#N (centres undefined)	1	2	1	2	6	-1	1.0	0	-0.9	-0.1
O=C(C[C@@H]1C/C=C/CC[C@@H](Cc2ccc(F)cc2)C(=O)OC[C@H](Cc2ccccc2)NC1=O)N[C@H](CO)Cc1ccccc1	3	5	5	0	-1	-8	-0.3	5	-0.4	5.4
Cc1[nH]c2ccccc2c1/C=N/NC(=O)Cc1cccs1	0	-11	1	1	10	-2	1.0	-3	-0.4	0.6
Cc1ccc(-n2nc(-c3ccco3)cc2C(=O)O)cc1	24	-14	156*	25	-75	66*	-1.1	0	0.0	8.9
FC(F)(F)c1nc2ccccc2c2nc3ccccc3n12	1	-3	9	2	4	-3	3.5	-2	-0.4	0.6
Cc1cccc(NC(=O)COc2coc(CN3CCc4ccccc4C3)cc2=O)c1	-1	-6	-9	2	5	6	-0.7	-13	0.1	0.1
CCOc1ccc(CCNC(=O)C2CCN(S(=O)(=O)CC)CC2)cc1OCC	0	-3	0	3	10	-4	1.6	-2	-0.4	-0.6
Oc1c(C(c2ccc(F)cc2)N2CCc3ccccc3C2)sc2ncnn12 (centres undefined)	0	-5	-10	6	-3	5	0.2	1	1.2	-0.9
CC1Cc2ccccc2N1C(=O)CSc1nn2c(=O)c(C(C)(C)C)nnc2s1 (centres undefined)	0	-6	1	-5	7	-2	0.8	-4	-0.6	0.3
O=C(NCCc1ccc(OC(F)F)cc1)C1CC(=O)N(c2ccc3c(c2)OCCO3)C1 (centres undefined)	0	5	1	1	0	0	0.2	-1	-0.3	-0.7
O=C(Nc1nnc(-c2ccco2)s1)C1CCCCC1	8	10	1	1	-27	9	0.2	1	-1.3	-0.7
CC(C)CC(O)C1CCN(C(=O)CCc2nnc(-c3ccccc3)o2)CC1 (centres undefined)	3	-4	0	2	9	-1	-0.4	0	-0.7	-0.7
N#Cc1ccccc1COC(=O)c1cccc(S(=O)(=O)N2CCCC2)c1	0	5	1	0	-3	-4	-0.7	-9	-0.3	0.3
O=C(COc1ccc(S(=O)(=O)NC2CCCC2)cc1)NCC1CCCO1 (centres undefined)	-2	-11	9	0	5	-4	-0.2	0	-0.8	-1.9
CCN(CC)CCCNC(=O)CC1Oc2ccc(C)cc2NC1=O (centres undefined)	2	0	0	1	10	-8	-1.4	-1	-0.3	-2.4
Cc1c(C)c2ccc(OCC(=O)Nc3cccnc3)c(C)c2oc1=O	-2	-1	3	-4	13	-2	0.0	0	0.1	0.8
CC(C(=O)NCc1ccc2c(c1)OCO2)c1ccc([N+](=O)[O-])cc1 (centres undefined)	-2	-11	5	-11	-4	-5	-1.9	-7	-0.7	-0.6
Cc1ccc(C(=O)NC(=S)NCc2ccccc2)cc1	2	7	-5	0	4	-11	0.3	-3	-0.1	1.3
CCOc1ccccc1C1C(C(=O)Nc2ccccc2OC)=C(C)Nc2nc(CCCO)nn21 (centres undefined)	-2	8	3	2	-10	12	0.3	0	0.2	0.2

# Assay outcomes from PubChem BioAssay.
